Compound activity (PubChem BioAssay)
DPM-DC inhibit – inhibitors of Streptococcus pneumoniae diphosphomevalonate decarboxylase; purified DPM-DC, PK/LDH coupled NADH fluorescence; actives 0.49% (n = 65,000); calls only at 10 µM;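 active = the 320 compounds with the highest percent inhibition in the single-dose primary screen, excluding strongly autofluorescent ones, cut at about 32% in these data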;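 note: kinetic rate of NADH fluorescence loss reporting ADP formed by the decarboxylase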
Alkaline phosphatase – human TNAP enzyme inhibitors, biochemical, luminescent (AID 518); purified TNAP enzyme, luminescent substrate readout; higher % means a stronger effect; inhibition, % at 20 µM, or IC50 in µM where a hit was titrated; actives 0.09% (n = 64,000); in the data active = a potency from the dose series; inactive = the rest, 99 in 100 with inhibition below about 22%;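 note: plate controls were vehicle for no effect and reference inhibitor for full effect; many of its hits are not listed in these tables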
HPDE-C7K KRASV12 – cytotoxicity in KRAS-transformed pancreatic duct cells, primary screen, cell-based, fluorescence, HTS (AID 431) | HPDE-C7K KRASV12 cells, Alamar Blue viability, 48 h; higher % means a stronger effect | cytotoxicity, % at 10 µM, or EC50 in µM where a hit was titrated | actives 1.7% (n = 63,000);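 active = compounds whose percent cytotoxicity in the single-dose primary screen, scaled between solvent and toxic-drug controls, exceeds 50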;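 note: 0% = DMSO solvent wells and 100% = doxorubicin-treated wells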
Bfl-1 inhibitors – Bfl-1 inhibitors, primary screen, biochemical, fluorescence polarization, FITC-Bid, mouse (AID 432) | FITC-Bid BH3 peptide fluorescence polarization displacement; higher % means a stronger effect | one-dose displacement, % at 20 µM; IC50 in µM for titrated hits | actives 0.02% (n = 64,000); in the data active = a potency from the dose series; inactive = the rest, 99 in 100 with displacement below about 15%; note: strong numbers were not always called active
HPDE-C7 viability – cytotoxicity in HPDE-C7 cells, cell-based, fluorescence, HTS (AID 430); cytotoxicity, % at 10 µM; hits with a dose series show EC50 in µM; HPDE-C7 pancreatic duct cells viability, fluorescence; higher % means a stronger effect; actives 1.8% (n = 63,000);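 note: cells exposed to compound for 48 hours before viability readout; 0% = vehicle and 100% = reference cytotoxic drug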
HT1080 cytotoxicity – HT1080 cell viability loss – fluorescence readout (AID 620) | cytotoxicity, % at 10 µM, or EC50 in µM where a hit was titrated | HT1080 viability, fluorescence; higher % means a stronger effect | actives 0.42% (n = 87,000);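 note: cells exposed to compound overnight then 4 h with Alamar Blue; 0% = vehicle DMSO and 100% = killing control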
MK inhibit – inhibitors of Streptococcus pneumoniae mevalonate kinase; purified MK, PK/LDH-coupled NADH absorbance 340 nm; inhibition, % at 10 µM; actives 0.48% (n = 65,000); AID 555;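 active = ranked among the strongest by inhibition in the single 10 µM screen, a fixed top-ranked set picked for dose follow-up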; note: no value below 0 was filed
LYP phosphatase – LYP phosphatase inhibitors, primary screen, biochemical, DiFMUP fluorescence, recombinant catalytic domain, 10 µM (AID 606). recombinant LYP catalytic domain, DiFMUP fluorescence; higher % means a stronger effect. inhibition, % at 10 µM, or IC50 in µM where a hit was titrated. 52,000 tested, under 10 active;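 active = IC50 under 40 µM in the dose-response test; inactive = IC50 of 40 µM or more, or never dose-tested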
PMK inhibit – blocks S. pneumoniae phosphomevalonate kinase. purified PMK, PK/LDH-coupled NADH absorbance 340 nm. inhibition, % at 10 µM. actives 0.49% (n = 65,000);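 active = top-ranked compounds by inhibition in the single 10 µM screen, taking a fixed number of the strongest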;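 note: 0% = full reaction with DMSO carrier and 100% = background rate without enzyme reaction; no value below 0 was filed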
PMK inhibit pilot replicates – further read-out of PMK inhibit, marked with its call; inhibition, %; measured here: pilot screen replicates
MK inhibit pilot replicates – recorded beside MK inhibit, whose call it bears; inhibition, %; measured here: pilot screen replicates
DPM-DC inhibit pilot screen % – further read-out of DPM-DC inhibit, marked with its call; inhibition, %; measured here: pilot screen trials
An asterisk follows results filed as active; i = inactive; / = no result given. Cut-off read from the data, not from the text of the source, unless noted: active = cytotoxicity above about 50%; inactive = the rest.

SMILES	DPM-DC inhibit	Alkaline phosphatase	HPDE-C7K KRASV12	Bfl-1 inhibitors	HPDE-C7 viability	HT1080 cytotoxicity	MK inhibit	LYP phosphatase	PMK inhibit	others
COc1cccc(C(=O)CSc2nnc(COc3cccc4cccnc34)o2)c1	i	18%	17%	-6%	24%	26%	12	2%	5	PMK inhibit pilot replicates=2.0;MK inhibit pilot replicates=3.5;DPM-DC inhibit pilot screen %=0.5
CCOC(=O)N1CCN(c2c(N3CCc4ccccc4C3)c(=O)c2=O)CC1	i	14%	6%	-5%	-10%	-8%	15	9%	0	PMK inhibit pilot replicates=0.0;MK inhibit pilot replicates=0.0;DPM-DC inhibit pilot screen %=1.5
c1ccc(Cn2c(SCc3cn4cccnc4n3)nnc2-c2ccco2)cc1	i	5%	/	-13%	/	-13%	6	/	14
COc1c(C)cc(Br)cc1C(=O)O	i	7%	-6%	-1%	-14%	-5%	7	-1%	0
CCOC(=O)C1CCN(C(=O)CN(Cc2ccccc2)S(C)(=O)=O)CC1	i	17%	-7%	0%	-14%	-2%	13	14%	3	PMK inhibit pilot replicates=3.0;MK inhibit pilot replicates=0.0;DPM-DC inhibit pilot screen %=4.5
Cc1ccc(-c2nnn(CC(=O)N(c3cccc(O)c3)C(C(=O)NC(C)(C)C)c3cccs3)n2)o1 (stereo not given)	i	5%	1%	-5%	-1%	2%	0	-1%	3
CN(C)CC(C(=O)c1ccccc1)c1ccccc1 (stereo not given)	i	13%	100%*	-15%	103%*	58%*	9	-3%	7	PMK inhibit pilot replicates=0.5;MK inhibit pilot replicates=2.0;DPM-DC inhibit pilot screen %=2.5
COC(=O)c1cn(NC(=O)c2cccc(N(C)C)c2)c(=O)c2ccccc12	i	1%	-2%	-8%	-6%	-16%	15	4%	2
COc1ccccc1NC(=O)CSc1nnc(CNC(=O)c2ccco2)o1	i	10%	4%	0%	-1%	/	2	-2%	16
COc1ccccc1-c1cc(C(=O)N2CCCCC2)no1	i	-1%	6%	9%	7%	-4%	3	11%	5
Cc1nnc(SCC(=O)N2CC(=O)Nc3ccccc32)n1-c1ccccc1	i	14%	-3%	-2%	1%	/	11	13%	35*	PMK inhibit pilot replicates=2.5*;MK inhibit pilot replicates=3.0;DPM-DC inhibit pilot screen %=7.0
CCN1CCN(C(CNC(=O)c2ccc3c(c2)OCO3)c2cccnc2)CC1 (stereo not given)	i	16%	5%	-1%	-6%	3%	3	1%	10	PMK inhibit pilot replicates=2.0;MK inhibit pilot replicates=2.0;DPM-DC inhibit pilot screen %=0.0
CCOC(=O)c1sc(NC(=O)C2CC2)cc1C	i	39%	12%	0%	3%	2%	4	-2%	0
Cc1ccc(-n2ncc3c(=O)n(CC(=O)OCc4ccccc4)cnc32)cc1	i	2%	-17%	-3%	-17%	11%	6	-2%	8
CCCCS/C(=C(/C#N)C(N)=O)c1cc2c([nH]1)CCCC2	i	24%	3%	0%	2%	24%	7	11%	6
COC(=O)c1ccc(C2c3c(oc4ccccc4c3=O)C(=O)N2CCCN2CCOCC2)cc1 (stereo not given)	i	5%	1%	3%	-2%	18%	7	-1%	12
Cc1ccc2[nH]c(=O)c3cc(C(=O)NCCN4CCN(C)CC4)sc3c2c1	/	13%	15%	-5%	17%	0%	7	4%	21	PMK inhibit pilot replicates=1.5;MK inhibit pilot replicates=5.5
Cn1c(CCNC(=O)c2ccc(F)cc2)nc2ccccc21	i	4%	-10%	0%	-22%	0%	7	/	6
CCOc1cc(S(=O)(=O)NCc2ccc3c(c2)OCO3)c(C)cc1C	i	24%	21%	7%	11%	-4%	7	4%	0
Cc1cccc(OCCCCCNCCO)c1	i	8%	0%	1%	10%	-2%	2	-1%	5
O=C(Cn1cnc2c(oc3ccccc32)c1=O)NCC1CCCO1 (stereo not given)	i	13%	2%	-2%	1%	/	0	18%	0
COc1ccc(OC)c(C(=O)C2COC(=O)C2)c1 (stereo not given)	i	10%	/	-5%	/	/	11	4%	12
Cc1ccc(N2OC3C(=O)NC(=O)C3C2c2ccco2)cc1 (stereo not given)	i	6%	2%	0%	-1%	-11%	13	15%	0
COc1cccc(NC(=O)c2cccc(OC)c2OC)c1	i	5%	-4%	-9%	3%	9%	4	/	0
O=C(Nc1nnc(N2CCCCCC2)s1)c1cc(-c2ccc(Br)cc2)on1	i	13%	42%	-7%	47%	2%	4	0%	3	PMK inhibit pilot replicates=0.0;MK inhibit pilot replicates=0.0;DPM-DC inhibit pilot screen %=5.0
CC(C)(C)n1ncc2c(=O)n(Cc3c(F)cccc3Cl)cnc21	i	/	/	/	/	-7%	2	/	7
COc1ccc(OCC(=O)Nc2cccc(-c3nc4ccccc4o3)c2)cc1	i	3%	-12%	-2%	-12%	-2%	0	-3%	1
CCC1(C)Cc2c(sc3c2c(=O)n(C)c2nnc(SCC(=O)c4ccc(Cl)cc4)n32)CO1 (stereo not given)	i	11%	-3%	3%	-3%	1%	0	-4%	0
Cc1ccc(C(=O)Nc2nc3ccccc3n2CCN2CCCC2)cc1	i	0%	-4%	-2%	2%	0%	11	4%	9
O=C(CC1(O)C(=O)Nc2cc(Cl)cc(Cl)c21)c1ccncc1 (stereo not given)	i	19%	-5%	6%	-3%	-70%	13	11%	14
CC12C=CC3(O1)C(C(=O)N(c1cccnc1)C3C(=O)NC1CCCCC1)C2C(=O)Nc1ccccc1 (stereo not given)	i	8%	4%	1%	-6%	6%	0	1%	0
Cn1c(=O)[nH]c(=O)c2c1nc(N1CCN(Cc3ccccc3)CC1)n2CCCc1ccccc1	i	-1%	12%	-8%	6%	-3%	5	7%	14
O=S(=O)(c1cccc(-c2nnc(SCc3nc4ccccc4s3)o2)c1)N1CCOCC1	i	10%	6%	-6%	14%	-2%	0	/	13
O=C(CN(CC1CCCO1)C(=O)CNS(=O)(=O)c1ccccc1)NCc1ccccc1 (stereo not given)	i	8%	-14%	-5%	-16%	-5%	11	5%	20
O=C(O)c1cccc(C(=O)Nc2cccc(NC(=O)C3CCCO3)c2)c1 (stereo not given)	i	2%	-1%	-3%	-1%	/	4	/	7
COC(=O)CN(c1ccccc1)S(=O)(=O)c1ccccc1	i	7%	5%	1%	-9%	-5%	5	10%	5
CC(Cc1cccs1)NC(=O)NC1CCCCC1 (stereo not given)	i	5%	-3%	3%	-1%	7%	2	11%	10
Cn1c(=O)c2c(nc(N3CCCCC3)n2CCSc2nc3ccccc3o2)n(C)c1=O	i	8%	-7%	-5%	-14%	-2%	13	14%	11	PMK inhibit pilot replicates=0.5;MK inhibit pilot replicates=1.5;DPM-DC inhibit pilot screen %=3.0
CCOc1cccc(C2C(C#N)=C(N)Oc3cc(C)oc(=O)c32)c1OCC (stereo not given)	i	7%	16%	1%	6%	6%	0	2%	3
COC(=O)c1[nH]c2cccc(OC)c2c1NC(=O)CCN1CCC(C)CC1	i	1%	14%	-4%	6%	29%	0	1%	15
Cc1nc2ccc(NC(=O)c3ccc(Cl)s3)cc2s1	i	-3%	-17%	3%	-6%	10%	0	3%	5
Cc1ccc(S(=O)(=O)N2CCC(C(=O)N3Cc4ccccc4C3)CC2)cc1	i	15%	-1%	-4%	1%	0%	5	1%	17
CCCc1nc2oc(C(=O)OCC)c(N)c2c2c1COC(C)(C)C2	/	6%	-18%	-9%	-21%	19%	2	3%	1
CC(C(=O)NCc1cccnc1)N1C(=O)c2ccccc2C1=O (stereo not given)	i	10%	7%	-4%	-19%	-24%	13	15%	0	PMK inhibit pilot replicates=0.0;MK inhibit pilot replicates=3.0;DPM-DC inhibit pilot screen %=2.0
COc1ccc(-c2ccc(-c3nnc(-c4cc(OC)ccc4OC)o3)cc2)cc1	/	2%	-20%	-4%	-10%	-10%	7	22%	18
Cc1c(NC(=O)COC(=O)c2cc3c4ccccc4n(C)c3s2)c(=O)n(-c2ccccc2)n1C	i	5%	20%	-1%	8%	-8%	2	/	6
CCOC(=O)C1=C(C)NC(=O)C1CC(=O)Nc1ccccc1 (stereo not given)	i	4%	-20%	-9%	3%	7%	4	-5%	1
O=C(COC(=O)CNS(=O)(=O)/C=C/c1ccccc1)NC1CCS(=O)(=O)C1 (stereo not given)	i	-1%	-25%	-1%	-15%	0%	0	-6%	13

2 neighbouring compounds out of the list so far, quoted:
SMILES	DPM-DC inhibit	Alkaline phosphatase	HPDE-C7K KRASV12	Bfl-1 inhibitors	HPDE-C7 viability	HT1080 cytotoxicity	MK inhibit	LYP phosphatase	PMK inhibit	others
CCCc1nc2oc(C(=O)OCC)c(N)c2c2c1COC(C)(C)C2	/	6%	-18%	-9%	-21%	19%	2	3%	1
CC(C(=O)NCc1cccnc1)N1C(=O)c2ccccc2C1=O (stereo not given)	i	10%	7%	-4%	-19%	-24%	13	15%	0	PMK inhibit pilot replicates=0.0;MK inhibit pilot replicates=3.0;DPM-DC inhibit pilot screen %=2.0

Later entries
SMILES	DPM-DC inhibit	Alkaline phosphatase	HPDE-C7K KRASV12	Bfl-1 inhibitors	HPDE-C7 viability	HT1080 cytotoxicity	MK inhibit	LYP phosphatase	PMK inhibit	others
O=S(=O)(NCCc1ccccc1)c1cccc(S(=O)(=O)N2CCOCC2)c1	i	11%	-3%	-1%	-18%	-5%	4	3%	10
Nn1c(SCC(=O)Nc2ccc(F)cc2)nnc1-c1cccnc1	i	8%	2%	-4%	-4%	-4%	3	/	14	PMK inhibit pilot replicates=2.0;MK inhibit pilot replicates=0.5;DPM-DC inhibit pilot screen %=2.5
N#Cc1nc(COc2ccccc2)oc1N1CCOCC1	i	8%	3%	-4%	0%	-1%	6	21%	0
CCC(=O)N1CCc2cc(S(=O)(=O)NC(C(=O)NCc3ccc(F)cc3)C(C)C)ccc21 (stereo not given)	i	4%	/	-17%	/	-4%	0	9%	10
Cc1cc(=O)[nH]c(SCc2nc3ccccc3s2)n1	i	10%	33%	-10%	57%*	-3%	5	-3%	0

Among those listed so far, 6 contain two or more sulfur atoms:
SMILES	DPM-DC inhibit	Alkaline phosphatase	HPDE-C7K KRASV12	Bfl-1 inhibitors	HPDE-C7 viability	HT1080 cytotoxicity	MK inhibit	LYP phosphatase	PMK inhibit	others
CCC1(C)Cc2c(sc3c2c(=O)n(C)c2nnc(SCC(=O)c4ccc(Cl)cc4)n32)CO1 (stereo not given)	i	11%	-3%	3%	-3%	1%	0	-4%	0
O=S(=O)(c1cccc(-c2nnc(SCc3nc4ccccc4s3)o2)c1)N1CCOCC1	i	10%	6%	-6%	14%	-2%	0	/	13
Cc1nc2ccc(NC(=O)c3ccc(Cl)s3)cc2s1	i	-3%	-17%	3%	-6%	10%	0	3%	5
O=C(COC(=O)CNS(=O)(=O)/C=C/c1ccccc1)NC1CCS(=O)(=O)C1 (stereo not given)	i	-1%	-25%	-1%	-15%	0%	0	-6%	13
O=S(=O)(NCCc1ccccc1)c1cccc(S(=O)(=O)N2CCOCC2)c1	i	11%	-3%	-1%	-18%	-5%	4	3%	10
Cc1cc(=O)[nH]c(SCc2nc3ccccc3s2)n1	i	10%	33%	-10%	57%*	-3%	5	-3%	0
